FBW7 activator: FBW7 E3 ligase activators, primary screen, biochemical, AlphaScreen, human; F-box/WD repeat-containing protein 7 (Homo sapiens), Q969H0; AlphaScreen FBW7–phospho-cyclin E peptide binding, activator screen; normalized activity (activation), % at 26.1 µM; 650,000 compounds, 0.13% hits; in the data active = normalized activity above about 1.9%;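 also: purified mutant Fbw7 with reduced substrate affinity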
Target sequence (Q969H0 whole entry, looked up): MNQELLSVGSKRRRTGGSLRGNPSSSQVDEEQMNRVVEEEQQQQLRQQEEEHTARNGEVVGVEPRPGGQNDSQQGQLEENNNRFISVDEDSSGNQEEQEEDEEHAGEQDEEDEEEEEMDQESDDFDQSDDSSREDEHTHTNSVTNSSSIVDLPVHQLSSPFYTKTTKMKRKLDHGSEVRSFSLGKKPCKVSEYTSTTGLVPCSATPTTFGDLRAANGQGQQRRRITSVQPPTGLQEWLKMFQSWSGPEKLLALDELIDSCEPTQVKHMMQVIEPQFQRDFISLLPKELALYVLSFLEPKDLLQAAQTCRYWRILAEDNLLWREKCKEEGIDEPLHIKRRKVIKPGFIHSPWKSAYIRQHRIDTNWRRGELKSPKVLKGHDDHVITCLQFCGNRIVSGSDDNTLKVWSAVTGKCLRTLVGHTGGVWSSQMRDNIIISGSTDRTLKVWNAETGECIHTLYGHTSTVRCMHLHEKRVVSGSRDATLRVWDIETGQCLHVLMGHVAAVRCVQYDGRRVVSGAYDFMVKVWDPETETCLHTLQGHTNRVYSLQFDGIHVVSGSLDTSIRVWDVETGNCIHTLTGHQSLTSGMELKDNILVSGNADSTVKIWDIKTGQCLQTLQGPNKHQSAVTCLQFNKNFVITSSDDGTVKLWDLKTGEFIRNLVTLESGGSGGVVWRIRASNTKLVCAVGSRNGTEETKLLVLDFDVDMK
GPR151 ag: activators of human GPR151, primary screen, cell-based, PathHunter beta-arrestin, luminescence; PathHunter beta-arrestin GPR151 cells; G-protein coupled receptor 151 (Homo sapiens), Q8TDV0; activation, % at 11.2 µM; 650,000 compounds, 1% hits; in the data active = activation above about 4.9%;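 also: 0% = median of compound wells and 100% = cells with positive control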
MITF inh: MITF inhibitors, primary screen, biochemical, AlphaScreen, human. Microphthalmia-associated transcription factor (Homo sapiens), O75030. AlphaScreen MITF homodimerization, bead proximity signal. inhibition, % at 2.6 µM. 650,000 compounds, 0.91% hits. AID 1259374, 2018; in the data active = inhibition above about 50%;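 also: 0% = vehicle wells with protein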
TEAD-YAP block: TEAD-YAP interaction inhibition, primary screen, TEAD-YAP interaction inhibitor project, luminescence, HEK-TIYL cells; TEAD-Gal4/YAP UAS-luciferase luminescence; inhibition, % at 9.12 µM; 640,000 compounds, 1.4% hits; AID 1259422, 2018; in the data active = inhibition above about 32%;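 also: 0% = median of test compound wells and 100% = reference inhibitor wells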
Active calls of the source: *.

The line under a structure holds: TEAD-YAP block	FBW7 activator	MITF inh	GPR151 ag
- CCOC(=O)CCC(=O)Nc1c(C(=O)Nc2ccccc2OC)oc2ccccc12
    4	0.1	-9	1.3
- Cc1nn(C(=O)c2ccco2)c(C)c1CN1C(=O)c2ccccc2C1=O
    4	0.1	0	2.3
- S=C(c1cn(Cc2ccccc2)c2ccccc12)N1CCOCC1
    1	-0.2	7	-1.1
- C/C(=N\OC(=O)c1ccc(F)cc1F)c1ccc(F)cc1F
    -1	0.0	-1	2.9
- Cc1ccc(C)c(OCC(=O)NNC(=O)c2ccc(NC(=O)c3ccccc3)cc2)c1
    7	-0.2	-10	0.6
- Cc1cc(C)cc(NC(=O)C2CC23CCN(Cc2ncc[nH]2)CC3)c1 (stereo not given)
    16	0.2	0	-0.5
- COc1ccc(-n2cc(-c3ccccc3)c3c(SCC(=O)c4ccccc4)ncnc32)cc1
    2	-0.1	-5	-0.4
- CCc1ccc2[nH]c3nc(SCC(=O)O)nnc3c2c1
    4	-0.1	6	2.0
- Cc1c(C(=O)Nc2sccc2C(N)=O)oc2c1ccc1ccccc12
    2	0.0	5	1.7
- OCCNc1nc(N2CCCC2CO)nc2c1ncn2-c1ccsc1 (stereo not given)
    15	0.0	11	-0.9
- O=C(N1CCCC1)N1CCc2nc(N3CCOCC3)[nH]c(=O)c2C1
    -2	-0.2	-2	0.5
- COc1ccc(N(CC(=O)Nc2ccc(Cl)cc2C)S(C)(=O)=O)cc1OC
    -5	-0.1	18	-1.3
- CCCc1cc(=O)[nH]c2nnc(SCc3cccc4ccccc34)n12
    4	0.0	4	-0.5
- CCOC(=S)N/C(=N\S(C)(=O)=O)c1ccccc1
    7	0.1	8	1.1
- COC(=O)c1ccc(NC(=O)CS(=O)(=O)c2ccc(C)cc2)cc1
    10	-0.1	-5	1.0

The listing continues:
The line under a structure holds: TEAD-YAP block	FBW7 activator	MITF inh	GPR151 ag
- CCCC(=O)Nc1nnc(SCC(=O)N2c3ccccc3CC2C)s1 (stereo not given)
    -3	0.2	2	-0.4
- COc1cc(/C=N\NC(=O)c2ccc(C)nc2)ccc1OC(=O)c1cccc(F)c1
    -6	0.0	3	-0.2
- O=C(NCCN1CCOCC1)c1ccc(N2CCC(NCc3ccsc3)CC2)cc1
    -10	0.1	7	-0.3
- CCCCOc1ccc(C(=O)Nc2nc3c(s2)CN(CC)CC3)cc1
    -2	-0.1	13	-0.1
- CC(=O)N1CCN(C(=S)c2cccc([N+](=O)[O-])c2)CC1
    2	0.5	13	-1.2
- Fc1ccc(NC(=S)NCc2cccs2)c(F)c1
    3	0.0	-1	-1.4
- CCOC(=O)Cn1nc(C(F)(F)F)c(Br)c1C1CC1
    0	0.6	9	0.4
- Cc1ccc(O)c(NC(=O)c2cc(-c3ccco3)on2)c1
    -46	0.1	7	1.5
- Cc1[nH]nc2c1C(c1ccc(O)c(O)c1)C(C#N)=C(N)O2 (stereo not given)
    -4	0.0	14	2.0
- Cc1cccc(N(CC(O)CN(CC(C)C)CC(C)C)S(=O)(=O)c2ccccc2)c1 (stereo not given)
    0	0.0	10	-0.5
- N#Cc1ccc(NC(=O)COC(=O)c2ccc3ccccc3c2)cc1
    2	0.1	15	-1.9
- CC(O)CNc1ncnc2c1c(-c1ccccc1)cn2-c1ccc(F)cc1 (stereo not given)
    -14	-0.1	-1	-0.5
- CC(C)N(C(=O)C1CC(=O)OC12CCCCC2)C(C)C (stereo not given)
    3	0.2	-6	0.5
- COc1ccc(C2=NN(c3nc(-c4ccccc4)c4cc(Br)ccc4n3)C(c3ccc(F)cc3)C2)cc1 (stereo not given)
    -6	0.2	-15	2.1
- COC(=O)COc1ccc(S(=O)(=O)Nc2ccccc2)cc1
    -5	0.0	-1	0.7

Sorted by molecular weight (smallest number first): part of the list above
The line under a structure holds: TEAD-YAP block	FBW7 activator	MITF inh	GPR151 ag
- COC(=O)COc1ccc(S(=O)(=O)Nc2ccccc2)cc1
    -5	0.0	-1	0.7
- COc1cc(/C=N\NC(=O)c2ccc(C)nc2)ccc1OC(=O)c1cccc(F)c1
    -6	0.0	3	-0.2
- Cc1cccc(N(CC(O)CN(CC(C)C)CC(C)C)S(=O)(=O)c2ccccc2)c1 (stereo not given)
    0	0.0	10	-0.5

Single values from the list.
Result of Cc1ccc(C)c(OCC(=O)NNC(=O)c2ccc(NC(=O)c3ccccc3)cc2)c1 under FBW7 activator: -0.2
Result of CC(=O)N1CCN(C(=S)c2cccc([N+](=O)[O-])c2)CC1 under GPR151 ag: -1.2
Result of CCCC(=O)Nc1nnc(SCC(=O)N2c3ccccc3CC2C)s1 (stereo not given) under FBW7 activator: 0.2
Result of COc1ccc(C2=NN(c3nc(-c4ccccc4)c4cc(Br)ccc4n3)C(c3ccc(F)cc3)C2)cc1 (stereo not given) under FBW7 activator: 0.2
Result of COC(=O)COc1ccc(S(=O)(=O)Nc2ccccc2)cc1 under GPR151 ag: 0.7
Result of Cc1[nH]nc2c1C(c1ccc(O)c(O)c1)C(C#N)=C(N)O2 (stereo not given) under TEAD-YAP block: -4
Result of C/C(=N\OC(=O)c1ccc(F)cc1F)c1ccc(F)cc1F under MITF inh: -1

(more compounds)
The line under a structure holds: TEAD-YAP block	FBW7 activator	MITF inh	GPR151 ag
- CC(=O)Nc1nonc1NC(=O)c1cccs1
    -10	0.5	12	1.8
- Cc1ccc(NC(=O)CC(C(=O)O)N2CCNCC2)cc1C (stereo not given)
    -2	-0.1	-9	0.5
- COc1ccc(CCNc2nc(Nc3ncccn3)ncc2C)cc1
    -4	-0.2	0	-1.5
- CC1(C)CCCC2=C1CC1C(=O)N(c3ccccc3)NC(=O)C1C2 (stereo not given)
    2	-0.1	0	-0.7
- CCNC(=O)C(=O)NCC1OCCCN1S(=O)(=O)c1ccc(OC)c(OC)c1 (stereo not given)
    10	-0.1	1	0.2
- O=C(Cc1cn(-c2ccc(Nc3ccc(N4CCOCC4)cc3)nn2)c2ccccc12)Nc1ccccc1
    -3	-0.1	4	1.5
- CC(=Nc1cc([N+](=O)[O-])ccc1O)C1=C(O)c2ccccc2C1=O
    0	0.2	21	-0.7
- CC1(c2ccc(Cl)cc2)NC(=O)N(CN2CCCC(C(F)(F)F)C2)C1=O (stereo not given)
    -13	0.1	-6	-0.8
- COc1cc(/C=C2/SC(=S)NC2=O)ccc1OCC(C)C
    7	-0.3	12	0.0
- Cc1ccc(-c2nnc(SCC(=O)N3CCCCC3C)n2C)cc1 (stereo not given)
    0	0.2	11	-0.4
- CCCOc1cc(N2CCN(S(=O)(=O)c3cc(C)ccc3OC)CC2)nc(C)n1
    3	0.1	6	0.1
- O=C(Nc1ccc(Oc2cccc(Oc3ccc(NC(=O)c4cccc(F)c4)cc3)c2)cc1)c1cccc(F)c1
    0	-0.1	0	0.0
- O=C(O)c1ccc(-c2ccsc2)cc1
    0	-0.1	16	-2.2
- C[n+]1cn(CCOc2ccccc2F)c2ccccc21
    9	0.0	8	-0.5
- COC(=O)c1ccc(NC(=O)COc2ccc(OC)cc2)cc1
    7	0.1	-4	2.1

Next section
The line under a structure holds: TEAD-YAP block	FBW7 activator	MITF inh	GPR151 ag
- CCCCC(c1nnnn1CCOC)N1CCN(CC)CC1 (stereo not given)
    4	0.3	1	0.2
- COc1ccc(CN2CCCC(CO)(Cc3cccc(OC)c3)C2)cc1 (stereo not given)
    -1	0.0	6	0.0
- Cc1cc(C)n2nc(C(=O)OCc3cc([N+](=O)[O-])cc4c3OCOC4)nc2n1
    4	0.0	3	-0.2
- O=C(Nc1c2c(nn1-c1ccccc1)CS(=O)(=O)C2)c1ccccc1
    0	-0.1	0	0.1
- Cc1ccccc1OCCNC(=O)CSc1ccc(C(F)(F)F)cc1[N+](=O)[O-]
    1	0.1	3	0.9
- Clc1ccnc2ccccc12
    6	-0.1	6	-0.1
- O=C1NC(=Nc2ccccc2Cl)S/C1=C/c1ccc(OCc2ccccc2Cl)cc1
    0	-0.1	-1	-0.3
- CC(=O)C1=C(c2ccc([N+](=O)[O-])cc2)N(C(C)=O)n2c(nnc2C2CCCCC2)S1
    -2	0.0	-23	-0.2
- Cc1ccc2c(c1)CN(Cc1cccnc1)CC(c1ccsc1)O2 (stereo not given)
    12	-0.1	9	-1.4
- O=C(Nc1nc(-c2cccs2)cs1)c1ccc(S(=O)(=O)N2CCc3ccccc3C2)cc1
    9	-0.2	2	-0.7
- CCOC(=O)c1ccc(NC(=O)NNC(=O)c2cc(Br)ccc2O)cc1
    -4	1.1	9	-1.0
- NC(=O)C1CCN(CC(=O)Nc2ccc(OCc3ccccc3)cc2)CC1
    5	-0.2	4	-0.7
- COc1cc(NC(=O)c2cccc(-c3cccc(N)c3)n2)cc(OC)c1OC
    34*	0.0	-1	2.8
- CC(=O)c1ccc(NC(=O)CSc2nnc3ccc(-c4cccs4)nn23)cc1
    9	0.0	-2	2.1
- Cc1ccc(OCc2nc(-c3ccc([N+](=O)[O-])cc3)no2)cc1C
    4	0.0	-4	1.2

The listing continues:
The line under a structure holds: TEAD-YAP block	FBW7 activator	MITF inh	GPR151 ag
- COc1ccc(C(=O)Nc2ccc(O)c(-c3nc4ccccc4s3)c2)cc1Br
    4	0.2	4	0.8
- O=C1CN=C(Nc2ccccc2F)N1Cc1cccs1
    8	0.3	7	0.2
- COc1cc(CN(C(=S)NCC(=O)NCc2cccs2)C2CCCC2)cc(OC)c1OC
    12	0.0	8	-0.4
- CC1CCCN(CC(=O)Nc2ccc(N)cc2Cl)C1 (stereo not given)
    0	-0.1	12	-0.8
- CC(C)[C@@H]1NC(=O)[C@@H]2C[C@H](NCc3cnn(-c4cccc(Cl)c4)c3)CN2C1=O
    -14	-0.3	-6	0.9
- Cc1cc(C)n(CC(C)C(=O)N2C3CCC2CC(c2ccc(F)cc2)C3)n1 (stereo not given)
    -3	0.4	3	-0.6
- CCN(CC)c1ccc(/C=C2/SC(=Nc3ccc(C)cc3)NC2=O)c(OC)c1
    -7	0.1	14	0.3
- COc1ccc(S(=O)(=O)NCCCNc2nc3cc(C)cc(C)c3cc2C#N)cc1
    1	1.0	-8	0.2
- C[C@@H](CO)NC(=O)c1cccnc1Nc1ccc2[nH]ncc2c1
    -3	0.9	18	0.7
- Cc1ccc(NC(=O)c2nc[nH]c2C(=O)N2CCOCC2)c(C(=O)c2ccccc2)c1
    -3	-0.1	-7	-0.4
- Cc1cccc(NC(=O)c2ccccc2Br)c1
    -23	0.0	-1	-1.9
- O=C(Nc1ccc2ccccc2c1)N1CCCCCC1
    -37	0.0	8	-0.4
- Cc1nc(CN2CCN(C(=O)CCc3nnc(CCc4ccccc4)o3)CC2)cs1
    2	-0.1	-12	-0.3
- Cc1nc2ccccc2n1C1CCN(C(=O)/C=C/c2ccccc2)CC1
    7	-0.1	-17	-0.9
- COc1ccc(N2CCN(c3ccc(S(=O)(=O)N(C(C)C)C(C)C)cn3)CC2)cc1
    3	0.1	9	-1.6

Remaining list, next part:
The line under a structure holds: TEAD-YAP block	FBW7 activator	MITF inh	GPR151 ag
- Cc1cccc(N2C(=O)C(=O)/C(=C(/O)c3ccccc3)C2c2ccccc2F)c1 (stereo not given)
    3	0.1	-1	0.7
- CCc1c(C)nc(N)n2c(SCC(=O)Nc3ccc(N4CCCCC4)cc3)nnc12
    -8	0.2	5	-0.1
- CC(=O)Nc1ccccc1-c1nc2ccc(C(=O)NC3CCCC3)cc2[nH]c1=O
    -6	-0.2	2	-0.4
- Cc1cccc(Nc2ccc(C(=O)N3CCCC3)cn2)c1C
    5	0.2	10	-1.5
- Cc1ccccc1OCC(=O)N/N=C/c1ccc(O)cc1
    0	0.3	12	-0.3
- CCOc1cc2[nH]c(=S)n(CCCN3CCN(C)CC3)c(=O)c2cc1OCC
    3	0.1	8	1.4
- C=C(C)CN(CC)C(=O)c1ccc(OC2CCN(S(=O)(=O)N(C)C)CC2)cc1
    6	0.0	0	0.6
- CCOc1cc(/C=C(/C#N)C(=O)Nc2ccc(O)cc2)ccc1OC
    44*	0.0	8	-0.4
- N#Cc1ccc(C(c2nnnn2Cc2ccccc2)N2CCCC2)cc1 (stereo not given)
    2	0.0	14	0.0
- COc1ccc2c(=O)cc(C(F)(F)F)oc2c1
    2	-0.1	-1	0.3
- CCOC(=O)C1C(c2ccc([N+](=O)[O-])cc2)C2C(=O)NN=C2CC1(C)O (stereo not given)
    -6	0.0	2	4.7
- Cc1ccc2nc(C)c(C(=O)NCc3ccc(Cl)nc3)n2c1
    4	0.7	12	0.1
- CCCNc1nc2ccccn2c(=O)c1/C=C1\SC(=S)N(C2CCCCC2)C1=O
    12	0.7	11	0.4
- CN(C)/C=C(\C#N)C(=O)N1CCN(C)CC1
    -7	-0.1	-6	0.5
- COc1ccc(CN(Cc2cc3ccc(OC)cc3[nH]c2=O)C(C)=O)cc1
    -6	-0.1	-4	1.9
- Oc1ccc(Cl)c(C(c2c[nH]c3ccccc23)c2c[nH]c3ccccc23)c1
    -3	-0.1	-11	-0.3

Assay outcomes: PubChem BioAssay, The Scripps Research Institute Molecular Screening Center
